Rev-RRE block: HIV Rev-RRE protein-RNA interaction inhibition; Rev peptide-RRE RNA binding, FRET; inhibition, % at 8 µM; 97,000 compounds, 0.79% hits;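 active = inhibition above the screen-wide mean plus 3 SD, cut at about 35% in these data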;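 note: 0% = median DMSO wells and 100% = median Neomycin B control wells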
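Probe or stimulus: fluorescein-Rev peptide as binding partner; assay system: Cy5-tagged RRE RNA duplex with fluorescein-tagged Rev peptide; timing: 5 min compound–RNA preincubation, then 15 min with peptide, 25 °C; medium: HEPES pH 7.5 buffer with KCl, MgCl2, NaCl and EDTA; signal: fluorescein-to-Cy5 FRET, 480 nm excitation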
ERa SRC1 inh: blocks coactivator binding to human estrogen receptor alpha. P03372. TR-FRET ER-alpha LBD / SRC-1 peptide, estradiol-bound. inhibition, % at 25.6 µM. 86,000 compounds, 1.7% hits. AID 629; in the data active = inhibition above about 50%;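 note: 0% = receptor plus peptide control and 100% = peptide only without receptor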
Target sequence (P03372 whole entry, looked up, the tested form may be a part): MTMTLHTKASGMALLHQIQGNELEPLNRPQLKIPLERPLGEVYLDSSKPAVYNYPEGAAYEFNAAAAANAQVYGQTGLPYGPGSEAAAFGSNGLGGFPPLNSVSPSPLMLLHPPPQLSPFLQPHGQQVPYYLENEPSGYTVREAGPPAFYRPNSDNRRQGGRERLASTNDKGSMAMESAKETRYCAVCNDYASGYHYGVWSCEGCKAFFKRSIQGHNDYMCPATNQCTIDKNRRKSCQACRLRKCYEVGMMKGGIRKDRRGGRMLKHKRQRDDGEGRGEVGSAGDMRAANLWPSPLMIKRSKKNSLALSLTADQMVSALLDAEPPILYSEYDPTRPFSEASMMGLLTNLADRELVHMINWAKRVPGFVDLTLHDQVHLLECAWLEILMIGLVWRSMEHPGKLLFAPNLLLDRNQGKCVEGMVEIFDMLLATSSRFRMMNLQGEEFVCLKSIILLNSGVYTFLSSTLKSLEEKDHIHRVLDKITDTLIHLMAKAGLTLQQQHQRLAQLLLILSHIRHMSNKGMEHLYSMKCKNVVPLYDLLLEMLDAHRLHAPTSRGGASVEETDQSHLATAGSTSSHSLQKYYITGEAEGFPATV
Mac1 fbg inh: blocks human CD11b/CD18 adhesion to fibrinogen; P05107+P11215; K562 CD11b/CD18 adhesion to fibrinogen, ATPlite luminescence; Mn2+ added to activate the integrin; inhibition, % at 10 µM; 93,000 compounds, 0.54% hits; AID 1497;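 active = primary inhibition of 50% or more at 10 µM, then 40% or more on retest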; note: some results filed as inactive read as strong as hits
Plk1 PBD FP: Plk1 (human) PBD binding inhibition; inhibition, %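 (tested at about 20 µM)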; AID 693; P53350; Plk1 PBD phosphopeptide binding, fluorescence polarization; 97,000 compounds, 0.13% hits; in the data active = inhibition above about 34%, passing the limit was not always enough
PLK1 inh: inhibitors of human PLK1 kinase. P53350. recombinant PLK1 kinase, TR-FRET peptide phosphorylation. inhibition, % at 10 µM. 97,000 compounds, 0.53% hits;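 active = inhibition of 50% or more in the single-concentration screen; inactive = inhibition below 50%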;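 note: 0% = DMSO max control and 100% = H-89 dihydrochloride min control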
FAK inh: blocks human focal adhesion kinase activity; AID 727; biochemical FAK kinase activity assay; inhibition, %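 (tested at 7 µM)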; 97,000 compounds, 0.84% hits; in the data active = inhibition above about 19%;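 note: 0% = DMSO and 100% = reference compound high control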
Mac1 fbg enh: increases human CD11b/CD18 adhesion to fibrinogen; P05107+P11215; K562 CD11b/CD18 adhesion to fibrinogen, ATPlite luminescence; activation, % at 10 µM; 93,000 compounds, 0.07% hits;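 active = 10 µM primary screen giving 50% or more activity, confirmed by 40% or more on retest at that dose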; note: strong numbers were not always called active; reference of the scale not given here
ERb SRC1 inh: ER-beta (human) coactivator binding inhibition; Q92731; TR-FRET ER-beta LBD / SRC1-Cy5 peptide binding; receptor agonist-loaded with 1 µM estradiol; inhibition, % at 25.6 µM; 86,000 compounds, 1.3% hits; AID 633;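 active = compounds whose percent inhibition of the receptor-coactivator binding signal exceeds about 50% in the single-dose screen, limit read from the data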;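 note: 0% = receptor plus peptide wells without compound and 100% = peptide-only wells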
Target sequence (Q92731 whole entry, looked up, the tested form may be a part): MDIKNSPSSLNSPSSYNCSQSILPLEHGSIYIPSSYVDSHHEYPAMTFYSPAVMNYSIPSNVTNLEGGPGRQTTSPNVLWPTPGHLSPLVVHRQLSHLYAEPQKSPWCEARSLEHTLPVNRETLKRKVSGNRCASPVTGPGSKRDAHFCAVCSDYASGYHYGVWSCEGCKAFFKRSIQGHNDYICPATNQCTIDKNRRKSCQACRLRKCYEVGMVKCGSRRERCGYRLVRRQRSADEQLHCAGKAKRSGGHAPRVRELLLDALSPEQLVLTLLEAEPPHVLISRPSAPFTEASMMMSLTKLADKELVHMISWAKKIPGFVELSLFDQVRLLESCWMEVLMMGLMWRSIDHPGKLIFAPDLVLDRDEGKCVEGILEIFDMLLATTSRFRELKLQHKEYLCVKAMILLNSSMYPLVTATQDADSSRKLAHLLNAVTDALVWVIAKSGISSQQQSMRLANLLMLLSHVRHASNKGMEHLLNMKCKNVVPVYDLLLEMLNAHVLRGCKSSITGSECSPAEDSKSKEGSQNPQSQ
ERa SRC1 pot: enhances coactivator binding to human estrogen receptor alpha. P03372. TR-FRET ERalpha-LBD/SRC-Cy5 coactivator binding, 2 h; 100 = basal binding, no effect. coactivator binding (% of control), % at 25.6 µM. 86,000 compounds, 1.3% hits. AID 639; in the data active = activity above about 200%;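 note: binding measured in presence of low estradiol as agonist stimulus; 0% = peptide alone without receptor and 100% = receptor with peptide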
* hit, by the source's call; x = no result given; [ ] = remark or other dose. Random draw from the library; overall some 4.7% were active at least once.

SMILES	Rev-RRE block	ERa SRC1 inh	Mac1 fbg inh	Plk1 PBD FP	PLK1 inh	FAK inh	Mac1 fbg enh	ERb SRC1 inh	ERa SRC1 pot
CC1(C)CC(NS(=O)(=O)c2ccc(S(=O)(=O)N3CCOCC3)cc2)CCO1 (stereo not drawn)	2.5	6.2	-7.3	-1.9	-8.8	-1.3	-3.9	23.7	103.8
O=C(O)C1C2C=CC(O2)C1C(=O)NCCCn1ccnc1 (stereo not drawn)	4.6	2.1[fluorescence artefact?]	4.2	-15.2	-5.0	-5.9	-0.2	-10.1[fluorescence artefact?]	107.8
COC(=O)c1ccc(C2c3c(n[nH]c3C)C(=O)N2c2ccc(C)cc2)cc1 (stereo not drawn)	14.3	-1.4	-4.3	2.5	16.1	2.3	2.8	-0.4	73.9
Cc1cc(NC(=O)C2CCN(S(=O)(=O)c3cnc[nH]3)CC2)ccc1Br	x	7.3[fluorescence artefact?]	-15.3	x	x	x	-2.8	-6.6[fluorescence artefact?]	107.5
CCOC(=O)c1c(C)nc(-c2ccccc2)nc1NC(=O)C(C)C	9.3	-5.6	-0.5	9.3	-4.8	3.3	-2.3	-1.1	107.5
Cc1nnc(NC(=O)c2ccc(Br)cc2)s1	0.7	x	8.5	4.3	-5.1	1.2	0.9	x	x
COC(=O)c1cn(C)c2ccc(S(=O)(=O)N3CCCCC3)cc2c1=O	5.7	-5.2[fluorescence artefact?]	x	0.1	6.4	4.2	x	-9.1	118.3[fluorescence artefact?]
O=C(N/N=C/c1ccc(Cl)cc1)c1cc2c(s1)-c1ccccc1CC2	15.2	x	-2.7	-39.9	-5.5	10.7	42.0	x	x
COC(=O)CCCCC1SCC2NC(=O)NC21O (stereo not drawn)	6.7	43.5	-1.6	-28.4	-6.5	-1.3	-4.4	1.9[fluorescence artefact?]	80.0
Cc1cccn2c(=O)c(/C=C(\C#N)S(=O)(=O)c3ccccc3)c(N3CCN(C)CC3)nc12	10.8	1.3	0.3	-11.2	-13.3	-4.1	-0.5	-3.7	94.0
Cc1nnsc1SC(C)C(=O)O (stereo not drawn)	2.9	x	x	1.2	-6.9	6.8	x	x	x
CCC(C)(C)n1nnnc1CN1CCC(c2nc3ccc(C)cc3[nH]2)CC1	8.6	-6.1	3.3	-7.4	-14.5	1.6	-4.7	-4.7	106.4

Looked up by structure from the entries so far:
SMILES	Rev-RRE block	ERa SRC1 inh	Mac1 fbg inh	Plk1 PBD FP	PLK1 inh	FAK inh	Mac1 fbg enh	ERb SRC1 inh	ERa SRC1 pot
Cc1nnsc1SC(C)C(=O)O (stereo not drawn)	2.9	x	x	1.2	-6.9	6.8	x	x	x
O=C(O)C1C2C=CC(O2)C1C(=O)NCCCn1ccnc1 (stereo not drawn)	4.6	2.1[fluorescence artefact?]	4.2	-15.2	-5.0	-5.9	-0.2	-10.1[fluorescence artefact?]	107.8
COC(=O)c1cn(C)c2ccc(S(=O)(=O)N3CCCCC3)cc2c1=O	5.7	-5.2[fluorescence artefact?]	x	0.1	6.4	4.2	x	-9.1	118.3[fluorescence artefact?]

Later entries
SMILES	Rev-RRE block	ERa SRC1 inh	Mac1 fbg inh	Plk1 PBD FP	PLK1 inh	FAK inh	Mac1 fbg enh	ERb SRC1 inh	ERa SRC1 pot
CCOC(=O)C1CCN(C(=O)c2n[nH]c(=O)c3ccccc23)CC1	4.1	-4.4	-0.1	16.1	-1.0	-5.6	-1.0	3.4	96.3
N#CC1(C#N)C2=C(CCCC2)NC(c2ccccc2)C1(C#N)C#N (stereo not drawn)	46.8*	10.5[fluorescence artefact?]	-19.3	-7.0	-4.1	-0.1	46.6	10.8	84.8
CCc1nnc(NC(=O)c2cc(S(=O)(=O)N3CCN(c4ccccc4)CC3)ccc2Cl)s1	-0.2	-6.6	-21.0	-1.3	-9.9	-4.7	-3.4	-5.2	108.1
O=C(c1ccccc1)N1CCN(C2CCCCCC2)CC1	4.6	7.2[fluorescence artefact?]	2.4	-18.9	-5.2	-1.9	9.5	3.2[fluorescence artefact?]	113.2
CCOc1ccc2nc(N3CCC(C(=O)N4CCN(c5ccccn5)CC4)CC3)sc2c1	x	2.3	-2.8	x	x	x	-2.2	-5.7	105.6
O=C1NC(Cc2c[nH]c3ccccc23)C(=O)N1CCOc1ccccc1 (stereo not drawn)	2.0	-5.7	-16.5	17.6	-5.3	-3.2	-4.0	-4.0	120.0
COc1ccc(OC)c(C2=Nn3c(nnc3-c3cc(OC)c(OC)c(OC)c3)SC2)c1	11.5	0.7	2.0	-30.3	-9.1	-0.2	0.4	-1.0	102.0[fluorescence artefact?]
Cc1ccc(C2Nc3ccccc3-c3nc4ccccc4n32)o1 (stereo not drawn)	7.4	4.2	x	-28.0	-16.9	2.9	x	11.1	75.4[fluorescence artefact?]
COc1ccc(-c2noc(CCN3C(=O)c4ccccc4C3=O)n2)cc1OC	8.6	-6.1	x	14.5	-13.6	3.7	x	2.3	108.5
O=c1c(C(c2ccc(O)cc2)c2c(O)nc3n(c2=O)CCS3)c(O)nc2n1CCS2	5.0	x	-10.4	-14.8	-2.6	-5.5	-4.6	x	x
Cc1ncoc1C(=O)Nc1ccccc1C(N)=O	0.8	8.4	x	3.1	-6.0	1.5	x	28.5	83.7
O=C(COC(=O)c1cnccn1)NCc1ccccc1	3.6	-7.0	-8.2	-17.7	-8.2	-3.6	-3.8	-7.5	94.2
COC(=O)c1cccc(NC(=O)/C=C/c2cccc([N+](=O)[O-])c2)c1	7.3	x	x	-7.5	-12.4	4.8	x	x	x
O=C(Nc1cc(N2CCOCC2)ncn1)Nc1cccc2ccccc12	0.6	-24.8[fluorescence artefact?]	-11.0	-25.0	-6.2	4.5	-2.8	-17.4[fluorescence artefact?]	116.0
Cc1cccc2cc(C#N)c(SCC(=O)NNC(=O)Cc3ccccc3)nc12	15.3	x	x	4.9	18.5	-17.2	x	x	x
CSc1nsc(SC)c1C(=O)OCC(F)(F)F	6.1	-5.2	4.7	1.1	-10.4	1.0	-0.1	-7.9	87.9[fluorescence artefact?]
CCCCC1CCC(C(=O)Nc2ccccc2)CC1 (stereo not drawn)	2.5	1.3	-0.6	2.9	-10.0	0.0	-2.8	-9.3	99.9
COc1ccc2c(c1OC)C(=O)OC2Nn1cncn1 (stereo not drawn)	9.7	-0.1	-10.5	4.4	-4.9	8.8	-1.0	2.4[fluorescence artefact?]	119.7[fluorescence artefact?]
CC(=O)c1ccc(N2CCN(C(=O)COc3ccccc3F)CC2)c(F)c1	12.6	-5.1	x	2.0	-12.5	-2.1	x	-4.5	106.1
COc1ccc(NC(=O)N2c3ccccc3CC2C)cc1OC (stereo not drawn)	7.2	-10.6	-9.5	2.4	1.1	-1.2	1.8	-3.7[fluorescence artefact?]	98.7
O=C(/C=C/c1ccc(Cl)cc1Cl)NCCN1CCOCC1	5.5	x	-9.7	-20.9	-9.8	4.0	3.1	x	x
O=C(c1ccc(S(=O)(=O)N2CCCCCC2)cc1)N1CCC(CN2C(=O)c3cccc4cccc(c34)C2=O)CC1	2.6	x	x	8.9	-5.7	4.2	x	x	x
O=S(=O)(c1ccc(-c2cn3ccccc3n2)cc1)N1CCOCC1	1.7	0.2	-2.8	8.4	-14.1	-0.8	-1.2	3.6	106.4
COC(=O)CC1SC(=O)NC1=Nc1ccc(OC)cc1 (stereo not drawn)	4.7	5.0	-0.4	21.6	-12.2	0.7	-2.0	0.1	87.0
CCCCOc1cccc(C2(C(=O)O)CCCC2)c1	5.1	-3.5	-8.1	8.7	-2.7	2.4	-1.2	-0.5	98.3
CCOc1cc(C)c(S(=O)(=O)NC2CCCCC2)cc1C	9.2	-4.8	17.3	18.5	-3.5	5.2	-2.6	-5.7	119.1[fluorescence artefact?]
CC(C)(C)NCc1cc2ccccc2[nH]c1=O	11.0	2.3[fluorescence artefact?]	-28.2	-10.2	-11.8	1.6	1.1	4.0[fluorescence artefact?]	114.2
COc1cc2c(cc1OC)-c1nnc(-c3cccs3)n1C(C)(C)C2	-0.8	9.5	x	-7.4	1.8	0.9	x	-1.3	105.4
N#Cc1c(N)n(CCOC(=O)c2cccc([N+](=O)[O-])c2)c2nc3ccccc3nc12	9.6	x	-7.9	31.4	-8.7	-2.5	-4.7	x	x
CC(=O)Nc1ccc(NC(=O)CSCCc2ccccn2)cc1	0.2	-3.0[fluorescence artefact?]	18.3	-12.2	-13.6	3.2	-1.3	5.4	70.9
Cc1sc2nc(SCc3nc4ccccc4[nH]3)n(Cc3ccco3)c(=O)c2c1C	-1.2	4.2	2.3	1.6	32.5	-2.8	39.0	3.7	127.4
COc1ccc(CCNC(=O)Cn2cnc3c(nnn3Cc3ccccc3F)c2=O)cc1OC	1.0	-1.0	x	4.7	-14.9	-0.2	x	-0.4	123.1
CN1CCN(C(c2cccc(C(F)(F)F)c2)c2nnnn2Cc2ccccc2)CC1 (stereo not drawn)	x	-10.0	-2.1	x	x	x	-2.5	-9.0	109.4
CC(C)CC(=O)CN1C(=O)C2(OCCO2)c2ccccc21	-2.1	-12.3	x	1.4	-18.1	-1.3	x	-9.9	92.8
Cn1c(-c2ccc(C=O)s2)nc2ccccc21	7.5	-1.9	-5.1	-4.1	-8.7	3.3	-1.9	1.9	88.1
CC(=O)c1ccc(NS(=O)(=O)Cc2ccccc2)cc1	3.4	23.2	9.8	-32.6	-6.8	-3.7	0.6	8.2	97.1

Some of these compounds in order of length of the SMILES, highest first:
SMILES	Rev-RRE block	ERa SRC1 inh	Mac1 fbg inh	Plk1 PBD FP	PLK1 inh	FAK inh	Mac1 fbg enh	ERb SRC1 inh	ERa SRC1 pot
O=C(N/N=C/c1ccc(Cl)cc1)c1cc2c(s1)-c1ccccc1CC2	15.2	x	-2.7	-39.9	-5.5	10.7	42.0	x	x
COc1ccc2c(c1OC)C(=O)OC2Nn1cncn1 (stereo not drawn)	9.7	-0.1	-10.5	4.4	-4.9	8.8	-1.0	2.4[fluorescence artefact?]	119.7[fluorescence artefact?]
COC(=O)CCCCC1SCC2NC(=O)NC21O (stereo not drawn)	6.7	43.5	-1.6	-28.4	-6.5	-1.3	-4.4	1.9[fluorescence artefact?]	80.0

Next part.
SMILES	Rev-RRE block	ERa SRC1 inh	Mac1 fbg inh	Plk1 PBD FP	PLK1 inh	FAK inh	Mac1 fbg enh	ERb SRC1 inh	ERa SRC1 pot
COc1ccc(N2C(=O)c3ccccc3NC23CCCCC3)cc1	1.5	-3.5	-9.1	15.0	-8.0	1.3	-2.5	-3.0	121.4
CCOC(=O)N1CCC(NC(=O)CS(=O)Cc2nc(-c3ccc(OC)c(OC)c3)oc2C)CC1 (stereo not drawn)	-3.2	2.8	x	11.0	0.0	0.3	x	6.6	96.6
CCc1c(C)nc2ncnn2c1N1CCC(C(=O)Nc2ccccc2)CC1	4.1	-6.3	15.9	-21.4	-4.1	-2.6	-2.0	-18.0	92.5
CCOc1cccc2cc(-c3nnc(NCc4ccco4)s3)c(=O)oc12	27.3	53.1*	3.2	-7.0	-2.7	7.5	58.9	48.6[fluorescence artefact?]	74.8[fluorescence artefact?]
CCOC1(OCC)C(c2ccc(Cl)cc2)C(C#N)(C#N)C1(OCC)OCC (stereo not drawn)	5.5	x	25.8	11.7	-7.8	-2.9	-1.6	x	x
Cc1nc2c(C(=O)NCc3ccccc3)c[nH]n2c(=O)c1Cl	-2.7	0.3	10.8	6.0	-10.8	-0.4	-1.8	3.8	98.7
Cn1c(N2CCCC2)nc2c1c(=O)n(Cc1ccc(F)cc1)c(=O)n2C	5.4	16.7	4.3	-7.9	-12.3	2.0	-6.1	17.4[fluorescence artefact?]	77.0
Cc1ccc2c(c1)N(Cc1ccncc1)C(=O)C(C)O2 (stereo not drawn)	0.7	x	-10.6	-11.3	-9.2	-4.2	-3.9	x	x
Nc1nc(-c2ccc3c(c2)OCCO3)cs1	x	-5.4	-5.2	x	x	x	0.8	-2.3	123.0
